TrxR1 substrate: qHTS Assay for Substrates of Mammalian Selenoprotein Thioredoxin Reductase 1 (TrxR1): qHTS; Thioredoxin reductase 1, cytoplasmic (Rattus norvegicus), O89049; purified TrxR1 substrate turnover, NADPH consumption readout; Potency, µM (series often up to 114 µM), for the others: at the top dose activity change, negative = substrate turnover; 0.01% of 390,000 active; further: potency means the concentration at half of the fitted maximal effect; on the % scale 0 is the no-effect control and ±100 the full control effect; nearly all actives have a fitted effect of over 50% in size
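Rat TrxR1, dispensed at 90 nM, was prereduced with 400 uM NADPH (final) for 5 min at ~22 deg C, then incubated with compound 15 min before 400 uM selenite. A first-read NADPH fluorescence drop versus no-compound background flagged substrates.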
GLS inh: qHTS for Inhibitors of Glutaminase (GLS). Glutaminase kidney isoform, mitochondrial (Homo sapiens), O94925. GLS enzymatic activity, qHTS titration. Potency, µM (titrated, usually from 45.5 µM), inactives show at the highest dose activity change, negative = inhibition, actives largely listed as inhibitors. 0.21% of 410,000 active. AID 624170, 2012; further: potency means the concentration at half of the fitted maximal effect; on the % scale 0 is the no-effect control and ±100 the full control effect
Target sequence (O94925 whole entry, looked up, canonical isoform): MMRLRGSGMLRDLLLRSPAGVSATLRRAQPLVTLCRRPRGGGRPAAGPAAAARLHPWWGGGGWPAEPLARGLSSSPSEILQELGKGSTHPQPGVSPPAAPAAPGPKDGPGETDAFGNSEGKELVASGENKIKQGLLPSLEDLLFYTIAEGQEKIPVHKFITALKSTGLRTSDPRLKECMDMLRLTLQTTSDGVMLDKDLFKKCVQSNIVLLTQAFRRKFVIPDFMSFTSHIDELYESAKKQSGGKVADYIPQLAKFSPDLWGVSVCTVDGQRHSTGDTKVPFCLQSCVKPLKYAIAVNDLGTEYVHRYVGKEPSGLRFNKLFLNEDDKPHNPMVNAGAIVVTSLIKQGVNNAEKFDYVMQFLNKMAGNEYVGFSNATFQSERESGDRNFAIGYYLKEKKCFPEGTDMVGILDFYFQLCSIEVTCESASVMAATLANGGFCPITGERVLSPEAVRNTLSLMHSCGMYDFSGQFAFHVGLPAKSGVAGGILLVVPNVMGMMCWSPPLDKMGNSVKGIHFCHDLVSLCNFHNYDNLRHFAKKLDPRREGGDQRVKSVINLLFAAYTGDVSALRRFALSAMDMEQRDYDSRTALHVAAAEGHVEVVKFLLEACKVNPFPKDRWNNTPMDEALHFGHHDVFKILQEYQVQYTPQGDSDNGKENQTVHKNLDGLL
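Coupled fluorescence readout: glutamate oxidase/HRP/Amplex Red detect glutamate formed by hKGA from L-glutamine (1 mM solution added). Buffer 45 mM KH2PO4 pH 8.2, 0.02% Tween-20; reads at t0 and 30 min RT.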
rTrxR1 inhibitor: qHTS Assay for Inhibitors of Mammalian Selenoprotein Thioredoxin Reductase 1 (TrxR1): qHTS. Thioredoxin reductase 1, cytoplasmic (Rattus norvegicus), O89049. recombinant rTrxR1, NADPH fluorescence consumption, selenite substrate. Potency, µM (doses to about 114 µM), inactives show at the highest dose activity change, negative = inhibition, most hits filed as inhibitors. 1% of 390,000 active. AID 588453, 2011; further: potency means the concentration at half of the fitted maximal effect; on the % scale 0 is the no-effect control and ±100 the full control effect; nearly all actives have a fitted effect of over 65% in size
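Rat TrxR1 (90 nM in the dispensed reagent) was pre-reduced with 400 uM NADPH for 5 min at room temperature, then incubated with compound for 15 min. After 400 uM selenite was added, NADPH fluorescence (Ex 340/Em 450 nm) was followed for 8 min.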
HP1b binding inh: HTS for Inhibitors of HP1-beta Chromodomain Interactions with Methylated Histone Tails. 0.56% of 390,000 active. AlphaScreen HP1-beta / biotin-H3K9me3 peptide binding. Potency, µM (doses to about 114 µM), for the others: top-dose activity change, negative = inhibition, usual class: inhibitors. Chromobox protein homolog 1 (Homo sapiens), P83916. AID 540317, 2011; further: potency means the concentration at half of the fitted maximal effect; nearly all actives have a fitted effect of over 70% in size; inactives centre near 23
Target sequence (P83916 whole entry, looked up): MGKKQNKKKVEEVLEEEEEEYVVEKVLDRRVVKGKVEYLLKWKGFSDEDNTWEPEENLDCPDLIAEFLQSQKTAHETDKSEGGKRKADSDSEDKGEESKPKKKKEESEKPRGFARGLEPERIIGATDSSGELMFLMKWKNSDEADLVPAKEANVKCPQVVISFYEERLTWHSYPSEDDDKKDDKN
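HP1-beta protein (50 nM final) preincubated 30 min at room temperature with biotinylated H3(1-18)K9me3 peptide (50 nM) in PBS pH 7.4, 0.01% Tween-20, then compound added for 30 min. AlphaScreen streptavidin donor/nickel chelate acceptor beads (10 ug/mL final), 30 min dark, luminescence read.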
Pin1 inh: qHTS Assay to Find Inhibitors of Pin1; Peptidyl-prolyl cis-trans isomerase NIMA-interacting 1 (Homo sapiens), Q13526; Pin1 FP peptide displacement, HiFluor488, 10 min; Potency, µM (doses to about 115 µM), for the others: at the top dose activity, negative = inhibition, actives largely listed as inhibitors; 0.009% of 390,000 active; AID 504891, 2011; active means well fitted inhibition curve with a large enough effect in the polarisation, with a control signal flat, not every such curve was filed as active; inconclusive means small, poorly fitted or top-dose-only effect, or effect the other way, or a change in a side signal; inactive means no such curve, though single readings can be large or run the other way; the % refers to the polarisation; further: potency means the concentration at half of the fitted maximal effect; on the % scale 0 is the no-effect control and ±100 the full control effect
Target sequence (Q13526 whole entry, looked up): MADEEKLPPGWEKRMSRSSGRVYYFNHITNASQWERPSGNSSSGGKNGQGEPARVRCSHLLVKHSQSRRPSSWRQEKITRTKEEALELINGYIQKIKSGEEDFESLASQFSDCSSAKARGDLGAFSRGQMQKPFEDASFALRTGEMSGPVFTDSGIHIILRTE
PI4K2A block: qHTS for small molecular inhibitors of PI4K2A; activity change, negative = inhibition, % at 76.9 µM; AID 1346378, 2018; purified PI4K2A, ADP-Glo luminescence, 1 h; hits give low values; Phosphatidylinositol 4-kinase type 2-alpha (Homo sapiens), Q9BTU6; 0.13% of 420,000 active; in the data active means activity change below about -50%; inconclusive means mostly about -30% to -49%;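 further: -100% = wells without enzyme as full effect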
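In this quantitative HTS, ADP production by PI4K2A was quantified luminescently after 1 h at ambient temperature; 100 microM adenosine served as plate-quality control.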
Tb PGK inh: qHTS Assay to Find Inhibitors of Phosphoglycerate Kinase | 0.043% of 380,000 active | Potency, µM (series often up to 57.5 µM), inactives show top-dose activity change, negative = inhibition, actives largely listed as inhibitors | PGK/GAPDH coupled, Kinase-Glo luminescence, 60 min | Phosphoglycerate kinase, glycosomal (Trypanosoma brucei brucei), P07378; further: potency means the concentration at half of the fitted maximal effect; on the % scale 0 is the no-effect control and ±100 the full control effect; nearly all actives have a fitted effect of over 60% in size
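Recombinant glycosomal PGK reaction used 1,3-bisphosphoglycerate generated in-well by GAPDH (100nM final) in 100mM TEA pH 7.6, 5mM MgCl2, 0.01% Tween-20. After 60 minutes at room temperature, ATP was read by Kinase-Glo Plus luminescence end-point.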
IDH1 R132H inh: qHTS for Inhibitors of mutant isocitrate dehydrogenase 1 (IDH1): qHTS; Isocitrate dehydrogenase [NADP] cytoplasmic (Homo sapiens), O75874; IDH1-R132H enzyme, NADPH consumption, diaphorase/resazurin fluorescence; Potency, µM (highest dose often 76.6 µM), inactives show at the highest dose activity change, negative = inhibition, actives largely listed as inhibitors; 0.093% of 390,000 active; AID 602179, 2012; further: potency means the concentration at half of the fitted maximal effect; on the % scale 0 is the no-effect control and ±100 the full control effect; nearly all actives have a fitted effect of over 65% in size
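IDH1-R132H (0.5 ug/mL) preincubated 30 min with compound, then NADPH (0.016 mM) and alpha-KG (2 mM) added; 80 min at RT, pH 7.5. Remaining NADPH coupled via diaphorase/resazurin to fluorescence (540/590 nm); concentration-response curves normalized to no-enzyme control.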
USP1-UAF1 inh: Inhibitors of USP1/UAF1: Primary Screen; Ubiquitin carboxyl-terminal hydrolase 1 (Homo sapiens), O94782; recombinant USP1/UAF1, Ub-Rhodamine cleavage fluorescence; Potency, µM (titrated, usually from 57.1 µM), for inactives: at the top dose activity change, negative = inhibition, actives largely listed as inhibitors; 0.23% of 390,000 active; AID 743255, 2014; further: potency means the concentration at half of the fitted maximal effect; on the % scale 0 is the no-effect control and ±100 the full control effect; nearly all actives have a fitted effect of over 60% in size; inactives centre near -12
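In this screen, compounds sit with the deubiquitinase complex (1nM) for 15 min at room temperature before Ub-Rho is added at 150nM final. Fluorescence rise is then followed for 6 reads every 60 seconds.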
Numbers without * were called inactive; i = inactive; u = inconclusive; x = not tested or not shown; & = joins results of further samples; [ ] = remark or other dose. Unless noted, the call rests on the fitted dose curve; in most records, active means well fitted curve in the direction sought with a large enough effect; inconclusive means small, poorly fitted or top-dose-only effect, or another doubt; inactive means no such curve, though single readings can be large; an effect the other way counts as inactive or inconclusive.

structure,TrxR1 substrate,GLS inh,rTrxR1 inhibitor,HP1b binding inh,Pin1 inh,PI4K2A block,Tb PGK inh,IDH1 R132H inh,USP1-UAF1 inh
CCOc1ccc(NC(=O)c2ccc3snnc3c2)cc1,4.0%,-9.7%&-11.7%,20.5%,7.4%&44.9%,7.4%&-1.2%,-5.1&1.6,-2.0%&-9.4%,0.3%&7.8%,-20.8%&-16.2%
CC(C)(C)C1CCC(C(=O)NNC(=O)c2ccncc2)CC1 (centres undefined),3.1%,3.9%,16.8%,45.1%[activator],1.8%,-2.5,i,5.9%,-25.4%
CCCCn1cnc2c(oc3ccccc32)c1=O,-4.6%,-1.8%,10.7%,31.1%[activator],0.8%,1.4,x,-7.6%,-13.1%
O=C(C1CC1)N1CCN=C1SCc1ccc(Cl)cc1,-7.0%,2.4%,-9.1%,28.0%,2.3%,1.6,0.4%,1.4%,1.4%
O=C(NCC(c1cccnc1)N1CCN(c2ccc(F)cc2)CC1)c1ccc2c(c1)OCO2 (centres undefined),-1.3%,23.5%,-8.2%,31.9%,1.6%,-9.9,0.9%,-1.2%,-14.3%
O=C1NC(=O)C(CC(=O)N(Cc2ccco2)C2(C(=O)NC3CCCCC3)CCCCC2)N1 (centres undefined),0.2%,7.8%,-14.2%,34.8%[activator],7.6%,0.2,9.1%,1.3%,10.8%
CCN(CC)S(=O)(=O)c1ccc(Cl)c(C(=O)Oc2cccnc2)c1,-1.6%,-3.1%,u,59.4%[activator],2.0%,11.8,i,-0.2%,-16.6%
COc1ccc(C2CC(c3ccc(OC)cc3)n3nc(NC(=O)c4ccco4)nc3N2)cc1 (centres undefined),12.3%,11.9%,-2.2%,41.4%[activator],u,-2.3,1.6%,-1.7%,-24.3%
Cc1cccc(Cn2c(SCCO)nc3c2c(=O)n(C)c(=O)n3C)c1,-4.5%,-4.7%,13.0%,28.0%,-0.6%,-7.3,-1.6%,0.3%,-9.6%
CCN1C(=O)C(F)(CC)C(=O)c2ccccc21 (centres undefined),-3.8%,3.5%,1.9%,17.9%,-10.1%,-5.3,i,3.5%,-9.3%
Cn1nc(CC(=O)NC2CCCCCCCCCCC2)c2ccccc2c1=O,13.0%[57.1 µM],3.7%,23.4%[57.1 µM],7.5%,7.2%,-4.5,-0.9%,3.7%,-18.8%
CCNc1nc(N2CCCC2)nc(N2CCCC2)n1,-0.7%,6.5%,17.7%,20.0%,-2.4%,-2.8,-15.1%,0.0%,-8.2%
CCOC(=O)c1c(NC(=O)c2cc(-c3ccc(OC)c(OC)c3)on2)sc2c1CCCC2,-10.8%,-19.5%,-10.4%,50.7%[activator],-5.4%,-0.1,-5.2%,1.9%,u
Cc1cc(C)n2nc(SCC(=O)Nc3ccccc3)nc2n1,1.3%&0.9%,3.5%&-7.2%,6.5%&20.6%,32.2%&31.2%,-0.9%&-1.3%,6.6&1.8,9.9%&-1.9%,0.7%&-11.9%,-8.5%&-18.9%
COc1ccc(OC)c(NS(=O)(=O)c2ccc3[nH]c4c(c3c2)CCCCC4)c1,0.5%,6.6%,u,-20.8%,-2.7%,0.2,-8.8%,10.3%,-20.8%
CCCCNS(=O)(=O)c1ccc(OC)c(Cl)c1Cl,-8.0%,x,-15.7%,29.7%,-8.7%,4.6,-1.8%,3.6%,-15.6%
COCCNC(=S)N(C)[C@H]1C[C@H]2c3cc(N4CCN(C)CC4)ccc3CCN2C(=O)[C@H]1[C@H](C)O,x,21.3%,x,x,x,-3.5,-9.4%,11.2%,-27.5%
COC(=O)c1ccc(COc2ccc(-c3nn[nH]n3)cc2)cc1,-1.3%,18.9%,11.0%,36.0%[activator],u,-3.0,-1.1%,-6.3%,-15.4%
COC(=O)c1ccccc1Oc1ccc(NC(=O)c2ccco2)cc1,-1.6%,0.3%,18.2%,10.9%,-11.2%,4.0,x,7.6%,-0.3%
COc1cccc(NC(=O)CN(C)C(=O)c2csc3c2CCCC3)c1,-2.6%,-0.5%,2.5%,17.1%,0.9%,-5.9,-6.4%,-5.2%,-25.0%
CCOc1ccccc1CNC(=O)CCc1cn(CC)c2ccccc12,5.6%,-13.0%,18.6%,-2.9%,-2.1%,2.5,1.9%,16.1%,-7.7%
CC(O)c1cccc(NC(=O)CCCc2ccccc2)c1 (centres undefined),4.2%,0.4%,9.0%,30.0%,4.1%,-3.4,i,3.0%,-22.7%
Cc1ccc(N/N=C2\CS(=O)(=O)N(C)c3ccsc32)cc1,11.7%[57.1 µM],9.8%,24.7%[57.1 µM],-5.1%,8.4%,18.0,i,2.0%,-19.1%
O=C(c1cccs1)N(c1ccc(Cl)cc1)C1C=CS(=O)(=O)C1 (centres undefined),-0.4%,-0.4%,4.8%,20.1%,0.7%,11.0,6.5%,13.1%,-7.3%
FC(F)(F)c1cnc2c(c1)Nc1ccccc1S2,-7.1%,-9.2%,-6.5%,29.4%,-4.2%,-17.2,-1.0%,0.9%,-10.3%
Cn1ncc2c(NCc3ccccc3)ncnc21,2.0%,-4.4%,13.2%,51.0%[activator],u,-3.0,x,2.8%,-13.1%
O=C(Cn1c(=O)n(-c2ccccc2)c(=O)c2c3c(sc21)CCCC3)Nc1cccc(F)c1,6.3%,-5.4%,32.1%[activator],30.7%,-5.0%,0.0,i,-9.9%,-25.3%
COc1ccc(OC)c(-n2c(-c3cccc(S(=O)(=O)N(C)C)c3)n[nH]c2=S)c1,-5.5%,2.7%,u,-19.1%,-16.0%,0.2,i,3.4%,-16.1%
COc1cc(CNc2ccc(CNc3ncn[nH]3)cc2)ccc1OCC(=O)NC(C)(C)C,-9.0%,17.8%,-10.5%,18.3%,u,1.2,-2.2%,2.3%,-9.9%
CCn1c(/C=C2\C(=O)Nc3ccccc32)nc2ccccc2c1=O,1.2%[57.1 µM],0.2%,-2.9%[57.1 µM],-16.2%,-8.5%,-1.2,-9.6%,7.4%,-2.6%
O=C(NCC1CCCO1)c1ccc(NS(=O)(=O)c2cccs2)cc1 (centres undefined),9.3%,-17.4%,6.5%,10.4%,0.9%,-0.1,-13.2%,-1.0%,-15.5%
O=C(CN1C(=O)NC(c2ccccc2)(c2ccccc2)C1=O)Nc1ccc(N2CCOCC2)cc1,-6.2%[57.1 µM],10.5%,15.7%,u,4.6%,0.8,7.4%,0.0%,-22.9%
CCN(CC)CCn1c2c(c(SCC(=O)Nc3ccc(C)c(F)c3)nc1=O)CCCC2,-2.7%,-1.5%,8.9%,9.5%,5.2%,0.5,-4.5%,3.9%,-4.0%
CC(=O)C1=C(O)C(=O)N(c2ccc(O)cc2)C1c1ccccc1[N+](=O)[O-] (centres undefined),-12.0%,23.0%,-4.6%,-3.1%,10.9%,0.7,-2.5%,-1.0%,-6.6%
CN(C)CCNC(=O)c1[nH]nc2c1CCc1ccccc1-2,6.1%[57.1 µM],-9.3%,2.8%[57.1 µM],12.2%,-2.1%,0.8,-5.3%,-1.1%,-14.5%
Cc1cc(C)c(NC(=O)c2cc(CN3CCOCC3)on2)c(C)c1,-0.2%[57.1 µM],10.0%,19.3%[57.1 µM],8.7%,0.2%,-0.7,5.3%,-7.1%,-10.6%

Taken from above.
Cc1cc(C)c(NC(=O)c2cc(CN3CCOCC3)on2)c(C)c1 | HP1b binding inh: 8.7%
CCN(CC)CCn1c2c(c(SCC(=O)Nc3ccc(C)c(F)c3)nc1=O)CCCC2 | PI4K2A block: 0.5

Bioassay records deposited in PubChem BioAssay by National Center for Advancing Translational Sciences (NCATS).

Not all compounds are listed; count on the stated rates, not on these rows.
